# Screens from PubChem.
# MEX-5 binding: MEX-5 zinc finger RNA-binding disruptors – biochemical, C. elegans, fluorescence polarization, MLPCN library, primary screen. MEX-5/FITC-TCR2 RNA binding; active compounds read low. 300,000 tested, 0.38% active. Zinc finger protein mex-5 (Caenorhabditis elegans), Q9XUB2. activity score (negative = inhibition of binding), % at 10 µM;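 active means inhibition past about -25% in most replicates, and total fluorescence under double the plate's negative control median, limit read from the data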;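 further: 0% = DMSO and -100% = 5 µM competing unlabeled TCR2 RNA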
# Target sequence (Q9XUB2 whole entry, looked up): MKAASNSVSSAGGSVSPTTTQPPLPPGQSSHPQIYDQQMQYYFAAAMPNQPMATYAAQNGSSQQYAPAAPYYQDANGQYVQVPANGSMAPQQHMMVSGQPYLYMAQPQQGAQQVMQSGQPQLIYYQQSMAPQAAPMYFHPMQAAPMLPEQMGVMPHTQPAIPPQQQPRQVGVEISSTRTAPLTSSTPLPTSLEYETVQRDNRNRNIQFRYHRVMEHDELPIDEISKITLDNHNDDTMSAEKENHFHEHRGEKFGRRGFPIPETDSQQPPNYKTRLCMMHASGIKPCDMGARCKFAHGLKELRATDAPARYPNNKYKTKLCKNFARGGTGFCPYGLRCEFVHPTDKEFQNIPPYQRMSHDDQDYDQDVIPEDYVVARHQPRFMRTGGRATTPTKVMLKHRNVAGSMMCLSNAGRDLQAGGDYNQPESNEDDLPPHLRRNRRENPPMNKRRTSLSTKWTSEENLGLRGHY
# Bcl-xL primary: inhibitors of human Bcl-xL, primary screen, biochemical, fluorescence polarization, HTS. Bcl-2-like protein 1 (Homo sapiens), Q07817. GST-Bcl-xL / FITC-Bim BH3 peptide fluorescence polarization. inhibition, % at 10.9 µM. 320,000 tested, 0.7% active. AID 2129, 2009;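 active means inhibition above the mean of all tested compounds plus 3 SD, cutoff set per campaign, cut at about 30% in these data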;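 further: 0% = DMSO wells and 100% = unlabeled Bim-BH3 peptide competitor; inhibitors lower millipolarization by displacing the labeled peptide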
# Target sequence (Q07817 whole entry, looked up): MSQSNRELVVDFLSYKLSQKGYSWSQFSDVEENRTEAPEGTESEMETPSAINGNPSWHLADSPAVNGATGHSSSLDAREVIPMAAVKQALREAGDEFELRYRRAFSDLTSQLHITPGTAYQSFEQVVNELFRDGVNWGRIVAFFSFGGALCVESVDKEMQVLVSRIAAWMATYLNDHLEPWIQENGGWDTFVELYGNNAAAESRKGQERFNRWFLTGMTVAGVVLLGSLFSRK
# Efflux pump mplx: inhibitors of Candida efflux pumps in yeast, primary screen, S. cerevisiae, Nile Red, multiplex; S. cerevisiae Candida pump triplex; inhibition, % at 10 µM; 330,000 tested, 0.44% active;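 active means plate passing quality check with inhibition over a set limit, or well fluorescence over plate mean plus 4 SD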;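 further: Nile Red retained in pooled yeast measured as flow cytometry median fluorescence; 0% = buffer negative control and 100% = Enniatin B positive control; higher means more Nile Red kept so more efflux inhibition; some compounds called inactive have numbers as strong as hits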
# Fam108B counter: mouse Fam108B serine hydrolase inhibitors, primary screen, counter-screen for RBBP9 inhibitor project, biochemical, fluorescence polarization; inhibition, % at 9.51 µM; 300,000 tested, 0.33% active; recombinant Fam108B, FP-Rh probe fluorescence polarization; AID 1947, 2009;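 active means inhibition above the screen mean inhibition plus 3 SD, computed separately per campaign, cut at about 18% in these data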;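 further: inhibitors lower polarization as less probe binds the enzyme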
# GLD-1 TGE inh: GLD-1/TGE RNA complex disruptors, primary screen, biochemical, fluorescence polarization; purified GLD-1 + fluorescein TGE RNA; Female germline-specific tumor suppressor gld-1 (Caenorhabditis elegans), Q17339; inhibition, % at 5.96 µM; 320,000 tested, 0.44% active;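 active means percent inhibition above a per-plate cutoff, the plate mean of test compounds plus 3 SD, cut at about 30% in these data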;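 further: 0% = DMSO wells with GLD-1 and probe and 100% = wells lacking GLD-1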
# EBNA-1 inh: EBNA-1 DNA-binding inhibitors, primary screen, biochemical, fluorescence polarization; 300,000 tested, 0.34% active; inhibition, % at 14.8 µM; in the data active means inhibition above about 28%
# ZTA counter: blocks Epstein-Barr virus ZTA, an EBNA-1 counter-screen. inhibition, % at 11 µM. 320,000 tested, 0.15% active. ZTA-DNA binding, fluorescence polarization; in the data active means inhibition above about 33%
# Target sequence (P03206 whole entry, looked up): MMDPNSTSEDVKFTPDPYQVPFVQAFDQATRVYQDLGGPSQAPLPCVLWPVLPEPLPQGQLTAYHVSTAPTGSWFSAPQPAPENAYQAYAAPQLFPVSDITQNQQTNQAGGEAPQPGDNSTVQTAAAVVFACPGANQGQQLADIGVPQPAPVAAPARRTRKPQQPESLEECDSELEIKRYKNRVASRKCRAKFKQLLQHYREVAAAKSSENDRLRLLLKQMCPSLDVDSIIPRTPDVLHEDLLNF
# CR mimetic SO: reduction of superoxide in aged yeast, primary screen, HTS; S. cerevisiae aged cells, superoxide DHE fluorescence; active compounds read low; superoxide response (% of plate mean), % at 10 µM; 330,000 tested, 0.18% active;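 active means superoxide response under a set limit, about three screen SD below normal, cut at about 65% in these data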;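 further: yeast aged for seven days with compound at 30 °C before DHE staining; 100% = average MFI of all compound-treated wells on the plate with controls excluded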
# MCL1 BIM primary: inhibitors of MCL1 binding to BIM-BH3, primary screen, biochemical, fluorescence polarization | Induced myeloid leukemia cell differentiation protein Mcl-1 (Homo sapiens), Q07820 | GST-MCL1 / FITC-Bim-BH3 fluorescence polarization | inhibition, % at 10.9 µM | 320,000 tested, 0.68% active | AID 2057, 2009;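 active means inhibition above the mean inhibition of all tested compounds plus 3 SD, set per campaign, cut at about 40% in these data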;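 further: 0% = DMSO wells and 100% = unlabeled Bim-BH3 peptide control; higher means more loss of mP so more displacement of Bim peptide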
# * marks the source's active call; other numbers are inactive results; · = not tested or not shown.
# Start of the data: the first six records (preview)
SMILES,MEX-5 binding,Bcl-xL primary,Efflux pump mplx,Fam108B counter,GLD-1 TGE inh,EBNA-1 inh,ZTA counter,CR mimetic SO,MCL1 BIM primary
COc1cc(C2=Nc3ccc(Br)cc3C(c3ccccc3)N2CC(=O)NN)cc(OC)c1OC (stereo not given),1.0,6,0.0,-2,12,4,-10,94,9
CN(CC(=O)Nc1ccc(N2CCOCC2)cc1)CC(=O)Nc1ccccc1[N+](=O)[O-],1.2,2,0.0,-2,-6,0,2,125,2
CCNc1ccc(S(=O)(=O)N(C)C)cc1NCC(=O)Nc1c(F)cccc1F,-2.4,3,0.2,-2,-6,-2,-20,91,3
Oc1ccccc1-c1cc(-c2ccco2)[nH]n1,1.5,-1,-0.1,-3,-4,-2,-6,105,-2
COc1cc(-c2cc(=O)c3ccccc3o2)ccc1O,-1.7,3,-0.2,-2,2,3,-9,89,14
CC(C)Sc1nnc(SCC(=O)N(C)C2CCS(=O)(=O)C2)s1 (stereo not given),·,0,0.1,·,7,·,17,98,3

# The list itself, from the start:
SMILES,MEX-5 binding,Bcl-xL primary,Efflux pump mplx,Fam108B counter,GLD-1 TGE inh,EBNA-1 inh,ZTA counter,CR mimetic SO,MCL1 BIM primary
COc1cc(C2=Nc3ccc(Br)cc3C(c3ccccc3)N2CC(=O)NN)cc(OC)c1OC (stereo not given),1.0,6,0.0,-2,12,4,-10,94,9
CN(CC(=O)Nc1ccc(N2CCOCC2)cc1)CC(=O)Nc1ccccc1[N+](=O)[O-],1.2,2,0.0,-2,-6,0,2,125,2
CCNc1ccc(S(=O)(=O)N(C)C)cc1NCC(=O)Nc1c(F)cccc1F,-2.4,3,0.2,-2,-6,-2,-20,91,3
Oc1ccccc1-c1cc(-c2ccco2)[nH]n1,1.5,-1,-0.1,-3,-4,-2,-6,105,-2
COc1cc(-c2cc(=O)c3ccccc3o2)ccc1O,-1.7,3,-0.2,-2,2,3,-9,89,14
CC(C)Sc1nnc(SCC(=O)N(C)C2CCS(=O)(=O)C2)s1 (stereo not given),·,0,0.1,·,7,·,17,98,3
O=C(CSc1nnc(-c2ccncc2)o1)Nc1ccccc1Cl,2.2,6,0.0,-4,-1,-19,-3,100,7
COc1ccc(Nc2nnc(SCC(=O)N3CC(=O)Nc4ccccc43)s2)cc1,-1.3,3,-0.2,0,5,9,-17,84,2
Cc1ccc(CNC(=O)C(CC(C)C)OC(=O)c2ccco2)cc1 (stereo not given),-1.6,-1,0.1,3,5,-9,-2,99,-3
Cc1cc(C2=NNC(=NC3CC3)SC2)c(C)n1-c1ccccc1F,-0.9,3,0.1,-2,2,13,10,95,-1
CC(Oc1cccc(Cl)c1)C(=O)Nc1cc(S(=O)(=O)N2CCOCC2)ccc1N1CCCCC1 (stereo not given),2.2,2,0.0,0,4,1,-11,90,0
O=P(c1ccccc1)(c1ccccc1)c1nc(-c2ccc(Cl)cc2)oc1N1CCOCC1,4.2,1,-0.2,2,-4,2,-16,87,-6
COc1ccccc1-c1nnc(NC(=O)C2=COCCO2)o1,-0.2,1,0.0,-6,1,2,6,102,4
O=C(Nc1cccc(Cl)c1)ON=C1c2ccccc2-c2ccccc21,0.2,3,0.0,0,8,-4,5,107,1
Cc1cccc(C)c1NC(=O)C[N+](C)(C)CC(O)COc1cccc2ccccc12 (stereo not given),-0.6,7,-0.1,-2,4,10,1,90,6
CC(C)c1ccc(NC(=O)C(c2ccccc2)N2CCOCC2)cc1 (stereo not given),-5.0,-1,-0.3,-4,1,4,15,84,-1
CSC1=NCCN1C(=O)c1ccc(C)cc1,1.3,-3,-0.1,6,8,3,-4,104,1
COc1cccc(CN2CCN(Cc3cc4ccccc4[nH]3)CC2CCO)c1 (stereo not given),1.3,2,0.0,2,-4,1,1,94,-4
O=C1N(Cc2cccc(Cl)c2)C[C@@H]2C[C@@H](c3cccn3-c3ccccn3)N3CCC[C@@]123,4.8,8,-0.2,4,6,4,-19,102,11
CN(Cc1nc2ccc(F)cc2[nH]1)Cc1nc(CC2CC2)no1,1.0,7,-0.1,6,6,12,2,99,2
COC1CCN(Cc2c(C(=O)N3CCN(C4CCCCC4)CC3)nc3ccccn23)CC1,-4.0,43*,0.8,-1,25,-3,-4,82,49*
OC(COCc1ccccc1)CN1CCN(c2ccccc2)CC1 (stereo not given),1.9,2,0.1,4,-3,16,23,101,0
CCOC(=O)N1CCN(S(=O)(=O)N(C)C)CC1,1.3,3,-0.1,4,-2,-11,-8,104,8
CCc1ccc(-c2cc(C)no2)cc1S(=O)(=O)NCCN1CCC(C)CC1,1.9,1,-0.2,-1,-2,-2,5,83,4
CC(NC(=O)c1cc(-c2ccncc2)nc2ccc(Br)cc12)C1CCCO1 (stereo not given),3.1,5,0.0,0,6,4,-6,114,-1
# (list continues)
SMILES,MEX-5 binding,Bcl-xL primary,Efflux pump mplx,Fam108B counter,GLD-1 TGE inh,EBNA-1 inh,ZTA counter,CR mimetic SO,MCL1 BIM primary
Cc1cc2ccccn2c1C(=O)c1ccccc1Br,0.7,8,0.0,4,1,-11,-7,80,8
CCCCSc1cc(C)nc2ncnn12,0.5,5,-0.1,-8,3,2,7,92,0
C=C(C)Cn1c(CCCNC(=O)C(C)(C)C)nc2ccccc21,-0.6,5,-0.1,0,5,7,-3,109,5
CC(C)(CC(=O)OCC(=O)Nc1ccccc1F)CC1=NS(=O)(=O)c2ccccc2N1,-1.9,5,0.1,-1,2,-8,-20,92,9
CC(C)n1cc(CNC(=O)C2CCC(=O)N(Cc3ccccc3F)C2)cn1 (stereo not given),·,3,0.1,1,-5,-11,7,76,5
NC(=O)C1CCN(c2ncc(C(F)(F)F)cc2Cl)CC1,4.7,4,-0.2,1,1,-2,0,109,0
CN(C)C(=O)c1cc(Br)ccc1Cl,1.3,1,0.1,-3,3,-14,-18,100,-5
COc1ccc(CN(CC(=O)NCc2ccccc2)C(=O)CCC(=O)Nc2cc(C)ccn2)cc1,0.5,8,0.0,-3,4,-2,0,101,1
O=C(c1cccs1)N1CCc2c([nH]c3ccccc23)C1c1ccccn1 (stereo not given),-0.8,11,-0.3,5,7,4,5,99,8
COc1ccc(C(=O)NC2CC2)cc1OC1CCN(Cc2ccc(Cl)cc2)CC1,-4.8,1,0.2,-1,7,-3,-13,98,3
O=C(CSc1nnc(-c2cccnc2)o1)Nc1ccc(Br)cc1,-1.3,2,-0.3,2,4,-3,1,93,9
COc1ccc(NC(=O)CN2C(=O)c3ccccc3Sc3ccc(C(=O)N4CCOCC4)cc32)c(OC)c1,-1.9,7,0.2,-2,1,-18,10,102,5
CCCC(=O)OCC(=O)Nc1cc(Cl)ccc1[N+](=O)[O-],-1.8,5,0.0,-5,1,-5,-2,106,4
Cc1cc(C)c(NC(=O)CSc2nc(=O)n3cc(C)ccc3n2)c(C)c1,-0.9,4,0.0,6,-1,-3,0,107,2
Cc1nnsc1C(=O)N/N=C/c1ccccc1Cl,-1.7,10,0.1,0,5,2,0,113,6
C=CCn1c(O)c(C=Nc2ccc(Cc3ccncc3)cc2)c(=O)[nH]c1=S,-1.7,-2,0.3,1,-4,0,11,84,-7
O=C1SCCc2c1n(Cc1ccccc1)c1ccccc21,-0.4,7,-0.1,-11,7,10,16,105,10
CCCOc1ccc(C2=CSC3=NCCN23)cc1,-3.1,2,0.1,4,6,4,-9,107,9
Cc1ccc(NC(=O)/C=C/c2ccco2)cc1S(=O)(=O)N1CCCCCC1,-3.1,-2,0.1,-9,1,-8,1,105,-12
O=C(CSc1nnc2n1CCCCC2)Nc1ccc(N2CCOCC2)cc1,0.0,-4,-0.1,2,2,9,0,88,-6
Cc1ccn(-c2cccc(-n3ccc(C)n3)n2)n1,-1.4,5,-0.3,-4,2,12,13,94,3
N#C/C(=C\c1ccc(O)cc1)C(=O)NCc1ccccc1,-0.3,1,-0.1,-3,-3,2,-10,89,-1
CC(O)Cn1c(N2CCCC2)nc2c1c(=O)[nH]c(=O)n2C (stereo not given),2.3,3,0.0,-3,6,-8,-8,100,10
CC(OC(=O)CCOc1ccccc1)C(=O)NC1CC1 (stereo not given),-0.4,2,0.1,0,0,-2,-4,104,-5
Cc1nnc(N2CCN(Cc3ccccc3)CC2)[nH]c1=O,-0.2,-2,0.0,1,2,-11,-27,99,-10
# Later entries.
SMILES,MEX-5 binding,Bcl-xL primary,Efflux pump mplx,Fam108B counter,GLD-1 TGE inh,EBNA-1 inh,ZTA counter,CR mimetic SO,MCL1 BIM primary
Cc1ccc(C(=O)N2CCN(S(=O)(=O)c3ccccc3)CC2)cc1,-3.7,7,-0.2,6,-1,13,-3,95,0
CC(C)(C)N1CC(C(=O)Nc2ccc(C#N)cc2)CC1=O (stereo not given),1.3,8,0.0,-4,4,2,-5,97,14
CCn1ncc(Br)c1C(=O)Nc1ccccc1OC,0.6,3,0.0,1,0,-2,0,86,2
Cc1cccc(NC(=O)c2ccc(COc3ccc(Cl)cc3Cl)o2)n1,-6.8,10,-0.3,-3,5,-11,-14,100,12
Cc1cccc(N2CCN(C(=O)c3cc(S(=O)(=O)N(C)C)ccc3N3CCCC3)CC2)c1C,1.5,-5,0.4,3,5,-3,-11,106,-3
Cc1ccc(NC(=O)N2CCC(NC(=O)c3ccccc3C)CC2)cc1,2.3,3,-0.2,-2,3,-8,-17,105,7
CN1C(=O)CC2(CC(=O)N(Cc3ccccc3)C2)C1=O (stereo not given),0.7,-4,-0.1,3,0,7,-1,100,-8
CCOC(=O)COc1cc(O)c2c(=O)cc(-c3ccccc3)oc2c1,0.4,0,-0.2,-6,-9,-12,4,106,-4
O=C(Nc1ccccc1)c1ccc(-c2ccccc2C(F)(F)F)o1,·,1,-0.1,-8,-5,2,1,93,-4
NC(=O)c1ccc[n+](CC(=O)c2ccc(Br)cc2)c1,-1.0,3,0.2,-1,3,6,8,105,5

# 2 compounds drawn at random from those above, as already listed:
SMILES,MEX-5 binding,Bcl-xL primary,Efflux pump mplx,Fam108B counter,GLD-1 TGE inh,EBNA-1 inh,ZTA counter,CR mimetic SO,MCL1 BIM primary
Cc1ccc(C(=O)N2CCN(S(=O)(=O)c3ccccc3)CC2)cc1,-3.7,7,-0.2,6,-1,13,-3,95,0
COc1ccc(NC(=O)CN2C(=O)c3ccccc3Sc3ccc(C(=O)N4CCOCC4)cc32)c(OC)c1,-1.9,7,0.2,-2,1,-18,10,102,5
